Kir21 inh = inhibitors of mouse Kir2.1 inward-rectifier potassium channel | B-score at 10 µM | hit rate 0.85% among 310,000 | HEK293-Kir2.1, FluxOR thallium flux fluorescence; active compounds read low | AID 1672;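 active = fluorescence ratio B-score at or below minus 3 SD of library scores, with starting-brightness B-score within 2 SD, cut at about -4.2 in these data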;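 also: channel flux triggered by added potassium and thallium sulfate stimulus; B-score of peak minus minimum fluorescence over baseline after thallium stimulus; more negative B-score means stronger Kir2.1 block with less thallium influx; some compounds called inactive have numbers as strong as hits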
Target sequence (P35561 whole entry, looked up): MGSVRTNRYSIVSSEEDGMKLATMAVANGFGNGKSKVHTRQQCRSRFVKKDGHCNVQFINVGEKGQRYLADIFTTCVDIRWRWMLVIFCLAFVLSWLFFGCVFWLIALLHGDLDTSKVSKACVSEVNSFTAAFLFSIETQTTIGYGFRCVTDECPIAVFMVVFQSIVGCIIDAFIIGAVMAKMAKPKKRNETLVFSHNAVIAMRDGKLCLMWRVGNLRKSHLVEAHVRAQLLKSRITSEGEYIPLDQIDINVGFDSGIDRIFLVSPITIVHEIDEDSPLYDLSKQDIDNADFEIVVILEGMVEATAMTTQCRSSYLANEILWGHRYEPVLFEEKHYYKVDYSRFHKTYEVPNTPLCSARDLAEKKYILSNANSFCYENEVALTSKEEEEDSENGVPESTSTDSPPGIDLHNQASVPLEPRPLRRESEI
CHT inh = inhibitors of human choline transporter CHT; Q9GZV3; CHT-expressing cells, membrane potential dye, choline response; active compounds read low; B-score at 10 µM; hit rate 0.86% among 310,000; AID 488975;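 active = B-score over 3 SD under the library average, and starting fluorescence ratio not unusually high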;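 also: choline stimulus applied at its EC90 after an EC20 pre-addition; B-score computed on integrated fluorescence ratio after choline addition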
Target sequence (Q9GZV3 whole entry, looked up): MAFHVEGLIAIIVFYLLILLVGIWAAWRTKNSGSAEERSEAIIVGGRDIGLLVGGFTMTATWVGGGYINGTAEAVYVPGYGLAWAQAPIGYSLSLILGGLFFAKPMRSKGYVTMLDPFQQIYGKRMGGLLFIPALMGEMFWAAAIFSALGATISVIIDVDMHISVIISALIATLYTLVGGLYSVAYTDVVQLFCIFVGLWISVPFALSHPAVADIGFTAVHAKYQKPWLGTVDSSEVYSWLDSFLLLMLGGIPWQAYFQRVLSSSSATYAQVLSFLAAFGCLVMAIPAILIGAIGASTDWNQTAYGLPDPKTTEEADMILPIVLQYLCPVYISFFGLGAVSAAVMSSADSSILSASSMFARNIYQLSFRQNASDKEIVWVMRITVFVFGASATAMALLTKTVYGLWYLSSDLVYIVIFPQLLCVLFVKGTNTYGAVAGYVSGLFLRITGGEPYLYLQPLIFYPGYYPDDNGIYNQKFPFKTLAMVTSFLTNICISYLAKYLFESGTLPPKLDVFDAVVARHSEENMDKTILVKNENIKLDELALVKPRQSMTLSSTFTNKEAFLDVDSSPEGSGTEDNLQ
Active calls of the source: *; i = inactive; · = no result given.

Below each compound – Kir21 inh	CHT inh
C/C=C(\C)C(=O)Nc1cccc(C2=NOC3(C2)C[C@@H](C(N)=O)N(C(=O)/C(C)=C/C)C3)c1 (stereo partly specified)
  -1.4	i
CC(C)(CC(=O)O)CC(=O)Nc1ccc(Oc2ccc(C(C)(C)C)cc2)nc1
  0.49	i
C[C@H](NC(=O)c1ccccc1Cl)C(=O)NCCc1ccc(S(N)(=O)=O)cc1
  -0.07	i
COCCn1c(=NC(=O)c2ccc(S(=O)(=O)N3CCc4ccccc4C3)cc2)sc2cc(OC)ccc21
  -0.62	i
Cc1cccc(N2CCN(C3=NC(=O)C(Cc4ccccc4)S3)CC2)c1 (stereo unspecified)
  -0.69	i
N#Cc1c(-c2ccccc2)nc(N2CCOCC2)[nH]c1=O
  1.7	i
CC(C)[N+]1(C)[C@@H]2CC[C@@H]1CC(OC(=O)C(CO)c1ccccc1)C2 (stereo partly specified)
  ·	i
O=C(/C=C/c1ccc(-c2ccccc2)o1)c1ccccc1
  -0.73	i
O=C(c1ccco1)N1CCN(c2ncnc3sc4c(c23)CCC4)CC1
  -0.91	i
Cc1cc2oc(=O)cc(CN(C)Cc3cccc(F)c3)c2cc1C
  0.07	i
Cc1cc2cc(CCNC(=O)c3ccc(Br)o3)c(=O)[nH]c2cc1C
  0.06	i
COCc1cc(CN(C)C(=O)C2CCC(=O)N(Cc3cccc(OC)c3)C2)[nH]n1 (stereo unspecified)
  0.11	i
CC1CC(NC(=O)c2cc3c(=O)n4ccccc4nc3n2C)CC(C)(C)C1 (stereo unspecified)
  -0.87	i
CCCSc1nsc(NC(=O)CCC)n1
  0.81	i
O=C(NC1=NCCS1)c1ccc(Cl)c(S(=O)(=O)N2CCCCC2)c1
  -0.17	i

Single records, as listed above. Values in the order: Kir21 inh, CHT inh
O=C(NC1=NCCS1)c1ccc(Cl)c(S(=O)(=O)N2CCCCC2)c1 reads -0.17, i
CC1CC(NC(=O)c2cc3c(=O)n4ccccc4nc3n2C)CC(C)(C)C1 (stereo unspecified) reads -0.87, i
CCCSc1nsc(NC(=O)CCC)n1 reads 0.81, i
O=C(c1ccco1)N1CCN(c2ncnc3sc4c(c23)CCC4)CC1 reads -0.91, i
N#Cc1c(-c2ccccc2)nc(N2CCOCC2)[nH]c1=O reads 1.7, i

(list continues)
Below each compound – Kir21 inh	CHT inh
CCOc1ccc(OCCn2c(=S)[nH]c3ccccc32)cc1
  0.05	i
COc1ccc(C(=O)NNC2=CC(=O)CC(C)(C)C2)cc1OC
  1.2	i
O=C(CCC1CCCCC1)Nc1c2c(nn1-c1ccc(F)cc1)CS(=O)(=O)C2
  1.1	i
CCOc1ccc(/C=N/NC(=O)CCC(=O)Nc2ccc(F)cc2)cc1
  -0.43	i
C/C=C/c1ccc(OCC(=O)OCc2csc(CC(=O)Nc3ccccc3C)n2)c(OC)c1
  2.6	i
S=C(Nc1ccc(Br)cc1)N1CCn2cccc2C1c1cccnc1 (stereo unspecified)
  1.4	·
CC(=O)c1cccc(S(=O)(=O)NC2CCCCCC2)c1
  0.81	i
c1ccc(CSc2cc3ccccc3[nH]2)cc1
  0.03	i
COc1cccc(NC(=O)C(C)Oc2ccccc2)c1 (stereo unspecified)
  -1.2	i
O=S(=O)(Cc1ccc(Cl)cc1)N1CCN(Cc2ccc3c(c2)OCO3)CC1
  0.69	i
N#Cc1nc(COc2ccccc2)oc1N1CCCCCC1
  0.06	i
O=C(NCCc1ccccc1)C1CCCN(S(=O)(=O)c2cccc3nonc23)C1 (stereo unspecified)
  -0.47	i
Cc1nc2sc3c(NCc4ccco4)ncnc3c2c2c1COC(C)(C)C2
  1.9	i
CN(c1ccc(C(=O)NCCSCc2c(F)cccc2Cl)cc1)S(C)(=O)=O
  0.7	i
Cc1ccsc1/C=C1\CCc2ccccc2C1=O
  -0.45	i
Cc1nc2cc(NS(=O)(=O)c3cccc(F)c3)ccc2s1
  -1.1	i
c1ccc(-c2cnc(CSc3ncnc4sccc34)o2)cc1
  -0.36	i
Nc1n[nH]c(-c2cccc([N+](=O)[O-])c2)n1
  0.42	i
FC(F)(F)c1ccccc1NC(=S)N1CCc2ccccc2C1
  -0.04	i
O=S(=O)(NCc1cccnc1)c1cccs1
  0.79	i
COc1ccc(C(=O)CSc2nnc(Cc3ccccc3)o2)cc1
  0.51	i
CCOC(=O)c1c(C)[nH]c(N=Nc2ccccc2C)c1C
  1.1	i
O=C(O)c1ccc(NC(CSCc2ccccc2F)C(=O)O)c([N+](=O)[O-])c1 (stereo unspecified)
  0.78	i
CCNC(=O)COC(=O)c1ccc(NS(=O)(=O)c2ccc3c(c2)OCCO3)cc1
  -2.2	i
COC(=O)c1c(NC(=O)CSc2nnc(Cn3nnc4ccccc43)n2C)sc(C)c1C
  -0.92	i
COc1ccc2c3n(nc2c1)CCN=C3c1cc(Cl)c(N)c(Cl)c1
  ·	i
Cc1oc(-c2ccc(Cl)cc2)nc1CSCC(=O)NCCCN1CCOCC1
  -1.1	i
COc1ccc(C2CCCN2C(=O)Nc2ccc(Cl)cc2)cc1OC (stereo unspecified)
  -0.59	i
O=c1c2ccccc2[nH]c(=S)n1Cc1ccc2c(c1)OCO2
  0.73	i
CC1CCCN(C2(O)C(=O)Nc3ccc(Br)cc32)C1 (stereo unspecified)
  0.38	i
O=C(CN1C(=O)c2ccccc2S1(=O)=O)NC1CCCCCC1
  -1.1	i
CC(NC1CCCC1)c1ccccc1 (stereo unspecified)
  -0.27	i
CC(=O)c1ccc(OCCn2cnc3ccccc32)cc1
  0.3	i
O=S(=O)(NCC(c1ccco1)N1CCN(c2ccccc2F)CC1)c1ccc(F)cc1 (stereo unspecified)
  1.1	i
CCN1CCN(CC(=O)Nc2ccc(Cl)c(Cl)c2)C(=O)C1=O
  0.04	i
COCCCNC(=S)N(CCN(C)C)Cc1cc2cc3c(cc2[nH]c1=O)OCCO3
  -1.3	i
Cc1cccc(-c2noc(CCCC(=O)Nc3ccc(C(N)=O)cc3)n2)c1
  1.2	i
CC(C)c1ccc(S(=O)(=O)N2CCN(C(=O)CN3C(=O)NC(C)(c4ccccc4)C3=O)CC2)cc1 (stereo unspecified)
  -0.17	i
C=CCN1C(=O)NC2(CCCCC2)C1=O
  0.27	i
COc1ccc(/C=N/NC(=O)CN(c2ccc(OC)cc2)S(=O)(=O)c2ccccc2)cc1
  0.1	i
Cc1[nH]n(-c2ccccc2)c(=O)c1/C=N/N1CCOCC1
  -1.2	i
O=S(=O)(Nc1ccc(S(=O)(=O)Nc2nccs2)cc1)c1ccc2c(c1)OCCO2
  -1.3	i
O=C(c1ccc(Cl)c(Cl)c1)N1CCC(=O)N(C(COCc2ccccc2)Cc2ccccc2)CC1 (stereo unspecified)
  -0.07	i
Cc1nc(NC(=O)c2cncc(Br)c2)ccc1Br
  1.1	i
Cc1nn(CC(=O)N2CC(=O)Nc3ccccc32)c(C)c1[N+](=O)[O-]
  1.5	i
Cc1ccc(-c2cc(N)n(-c3ccccc3)n2)cc1
  0.19	i
O=C(Nc1cccc([N+](=O)[O-])c1)c1cc(S(=O)(=O)Nc2ccccn2)ccc1Cl
  -2.2	i
CCCn1c2ccc(/C(C)=N\O)cc2c2cc(/C(C)=N/O)ccc21
  -0.39	i
COC(=O)c1cccc(C(=O)N2CCC(CCC(=O)NCc3ccc(F)cc3)CC2)c1
  -0.52	i
Cc1ccc(C)c(NC(=O)CSc2ccc(-c3cccs3)nn2)c1
  -0.45	i
CCCCOc1ccc(CSC(=N)N)cc1[N+](=O)[O-]
  -5.2*	i
CC(=O)Oc1c(C)cc(Cl)cc1C(=O)Nc1ccc([N+](=O)[O-])cc1Cl
  -1.7	i
COc1ccc(NC(=O)CN(C)C(=O)CCCc2c[nH]c3ccccc23)cc1
  1.2	i
OC1(C#Cc2c(-c3ccsc3)oc3ccc(N4CCOCC4)cc23)CCCCC1
  -0.32	i
Oc1ccc(C2CNCc3sccc32)cc1O (stereo unspecified)
  ·	i
C/C=C(/C)C(=O)O[C@@H]1c2c(ccc3ccc(=O)oc23)O[C@@H]1C(C)(C)OC(C)=O
  2.2	i
CCOC(=O)c1ccc(-n2nc(C)cc2C)cc1
  -0.4	i
CN(C1CCCCC1)S(=O)(=O)c1cccc(C(=O)OCC(=O)NC2CCCc3ccccc32)c1 (stereo unspecified)
  1.3	i
O=C(c1ccc(F)cc1)N1CCC(C(=O)N2CCN(S(=O)(=O)c3cccc(Cl)c3)CC2)CC1
  1.3	i
CCOc1ccc(-c2ccc(SCC)nn2)cc1
  -0.5	i

(more compounds)
Below each compound – Kir21 inh	CHT inh
CC(=O)N1N=C(c2ccc3nccnc3c2)CC1c1ccccc1 (stereo unspecified)
  0	i
Cc1cc(C)nc(SCc2nnc(SCc3ccccc3Cl)o2)n1
  -2	i
COc1ccc(C2/C(=C(/O)c3ccc(C)cc3)C(=O)C(=O)N2CC2CCCO2)cc1OC (stereo unspecified)
  -0.25	i
Cc1cccc(NC(=O)c2cnc3sccn3c2=O)c1C
  0.35	·
Cc1ccn2c(C(=O)c3ccc(Cl)cc3)cnc2c1
  -1.3	i
COCCNC(=O)C(c1cccs1)N(Cc1cccs1)C(=O)Cn1nnc2ccccc21 (stereo unspecified)
  0.78	i
CC1CC(C)CN(C(=O)CSc2nnc(-c3ccco3)o2)C1 (stereo unspecified)
  -0.42	i
O=C(NCC(=O)N(Cc1cccs1)C(C(=O)NC1CCCCC1)c1cccnc1)c1ccco1 (stereo unspecified)
  2	i
O=C(N/N=C/c1ccco1)c1cc(Br)ccc1OCc1ccccc1
  0.88	i
COc1cccc(C(=O)NCc2ccc3c(c2)cc(C)n3C)c1
  0.01	i
Cc1ccc(-c2[nH]c3cc(C(N)=O)ccc3c(=O)c2O)cc1
  0.03	i
O=C(Nc1cccc2c1C(=O)NC2=O)c1ccccc1[N+](=O)[O-]
  -1	i
COc1ccc(N(CC(O)Cn2nnc3ccccc32)S(=O)(=O)c2ccc(C)cc2)cc1 (stereo unspecified)
  0.81	i
S=c1[nH]nc(-c2cccs2)n1C1CCCCC1
  -3	i
COc1ccc(Nc2nc(C)nc3c2nnn3Cc2ccccc2Cl)c(OC)c1
  -1	i
CC(C)c1nnc(NC(=O)c2nc(S(=O)(=O)Cc3ccc(F)cc3)ncc2Cl)s1
  -0.47	-6.2*
COc1ccc(NC(=O)c2cc(-c3ccco3)on2)cc1
  1.2	i
CCOc1ccc(N2CC(C(=O)Nc3nnc(Cc4ccc(OC)c(OC)c4)s3)CC2=O)cc1 (stereo unspecified)
  1	i
CN(C)CCCn1c(SCC(=O)Nc2nc(-c3cccc(Br)c3)cs2)nc2ccccc2c1=O
  -2.4	i
COc1cccc(CNC(=O)c2nnn(CC(=O)Nc3cc(Cl)ccc3C)c2N)c1
  -0.01	i
O=C(/C=C/c1ccccc1)NNc1ccc(Cl)cc1
  0.93	i
NC(=S)N=Nc1c(O)n(Cc2ccc(F)cc2)c2ccccc12
  -0.09	i
COc1ccc(CCNC(=O)c2ccc(COc3ccccc3OC)o2)cc1
  0.6	i
Cc1ccc(NC(=O)N2CCc3ccccc3C2)c(C)c1
  -0.17	i
O=C(Nc1cccc(C(F)(F)F)c1)C1(c2ccccc2)CC1
  1.7	i
O=C(CCNS(=O)(=O)c1ccc2c(c1)CCC(=O)N2)Nc1ccc2c(c1)OCCO2
  0.75	i
COC(=O)c1sc(NC(=O)c2ccc([N+](=O)[O-])o2)c(C#N)c1C
  0.09	-8*
O=C(Nc1ccc2c(c1)OCCO2)c1ccc(Br)cc1
  0.12	i
CC(C)c1ccc(-n2cnn(-c3ncccc3[N+](=O)[O-])c2=O)cc1
  0.51	i
Cc1cc(N/N=C2\CC(C)CC(C)(C)C2)nc2ccccc12 (stereo unspecified)
  0.22	i
COC(=O)c1ccc(Cl)c(NC(=O)CSc2nnc(-c3ccncc3)o2)c1
  -0.88	i
COc1ccc(NS(=O)(=O)c2cccc(NC(=O)NC3CCCCC3)c2)cc1
  0.04	i
COC(=O)[C@H](Cc1c[nH]c2ccccc12)NC(=O)CCCc1c[nH]c2ccccc12
  -0.38	i
Cc1nn(CC(=O)Nc2ccccc2)c(=O)c2ccccc12
  0.16	i
Cc1ccc(S(=O)(=O)N/N=C\c2ccccc2OCc2ccccc2)cc1
  0.66	i
CCOCCc1nnc(NC(=O)CN2C(=O)c3ccccc3C2=O)s1
  -1	i
CC1=N/C(=C/c2cc(Br)cc(Br)c2O)C(=O)O1
  0.77	i
CCCn1c(SCC(=O)Nc2nonc2C)nnc1-c1ccoc1C
  -0.03	i
CC(C)CCN1CCN(Cc2cnc(N3CCCC3)s2)CC1CCO (stereo unspecified)
  -2.8	i
O=C(Nc1sc2c(c1C(=O)O)CCC2)c1ccco1
  -2.1	i
COc1ccc(C(C(=O)NC2CCCC2)N(C(=O)c2snc(-c3ccc(F)cc3)c2N)c2ccc(OC)cc2)cc1 (stereo unspecified)
  1	i
O=C1CSC(c2cccc(F)c2)N1c1ccc(O)cc1 (stereo unspecified)
  -0.66	i
CC(NC(=O)[C@H](C)N1C(=O)N2CCc3c([nH]c4ccccc34)[C@@]2(C)C1=O)c1ccccc1 (stereo partly specified)
  0.05	i

Of the compounds above, two have a CF3 group:
Below each compound – Kir21 inh	CHT inh
FC(F)(F)c1ccccc1NC(=S)N1CCc2ccccc2C1
  -0.04	i
O=C(Nc1cccc(C(F)(F)F)c1)C1(c2ccccc2)CC1
  1.7	i

Screens (PubChem BioAssay)
